Screening data deposited in PubChem by several laboratories.
NPR2 activator = human GC-B receptor activators, primary screen, HEK293 GC-B cells, cGMP TR-FRET, EC30 CNP. activation, % at 10 µM. actives 0.11% (n = 370,000). Atrial natriuretic peptide receptor 2 (Homo sapiens), P20594. 0% at EC30 CNP, 100% saturating CNP. AID 1920062, 2024;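 active means activation at 10 µM reaching about 35% in either raw or pattern-adjusted values, limit read from the data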
rCAG binder = binders of r(CAG) RNA repeats, primary screen, biochemical, fluorescence; inhibition, % at 3 µM; AID 651821, 2012; r(CAG) RNA repeat, TO-PRO-1 dye displacement fluorescence; actives 1.3% (n = 370,000);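 active means inhibition above the plate cutoff, the mean of all test compounds on that plate plus 3 SD, cut at about 35% in these data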;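 further: 0% = DMSO alone and 100% = 100 µM mitoxantrone as full dye displacement; higher means more dye released from RNA so lower well fluorescence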
ABHD4 inh = ABHD4 inhibitors, primary screen, biochemical, fluorescence polarization, mouse; purified mABHD4, FP-Rh probe fluorescence polarization; actives 0.54% (n = 370,000); inhibition, % at 8.92 µM; AID 720543, 2013;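 active means inhibition exceeding the mean over every tested compound plus 3 SD, cut at about 30% in these data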;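 further: 0% = plate median of compound wells and 100% = S159A mutant with DMSO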
Target sequence (Q8VD66 whole entry, looked up): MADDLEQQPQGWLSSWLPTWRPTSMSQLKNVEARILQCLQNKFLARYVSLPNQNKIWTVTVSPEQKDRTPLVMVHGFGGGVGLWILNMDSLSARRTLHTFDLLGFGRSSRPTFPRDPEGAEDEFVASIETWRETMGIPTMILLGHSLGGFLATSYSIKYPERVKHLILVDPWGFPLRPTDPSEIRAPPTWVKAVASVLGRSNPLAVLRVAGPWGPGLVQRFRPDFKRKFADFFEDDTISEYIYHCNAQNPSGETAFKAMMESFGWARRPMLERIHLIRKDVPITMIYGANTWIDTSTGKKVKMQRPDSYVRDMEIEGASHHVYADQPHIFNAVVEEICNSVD
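Assay system: Wild-type mouse ABHD4 protein | Medium: HEPES pH 7.0 buffer, 150 mM NaCl, 0.01% Pluronic F-127 | Incubation: Enzyme–compound pre-incubation 45 min, then probe 60 min, both 25 °C | Technique: Fluorescence polarization with parallel and perpendicular emission, 525/598 nm | Evaluation: % inhibition of FP-Rh probe binding versus controls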
SIAE inh = human SIAE inhibitors, primary screen, biochemical, fluorescence polarization, FP-Rh probe, 1536-well HTS; actives 0.69% (n = 370,000); SIAE FP-Rh probe binding; inhibition, % at 9.66 µM; Sialate O-acetylesterase (Homo sapiens), Q9HAT2; AID 1053197, 2014;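 active means inhibition above a cutoff: mean of compounds within the control limits plus 3 SD of those, cut at about 17% in these data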;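 further: 0% = plate median of compound wells and 100% = probe without SIAE protein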
TCR CD3 inh = inhibitors of human TCR-CD3 interaction, primary screen, biochemical, fluorescence, TAMRA-labeled TCR probe; inhibition, % at 9.4 µM; actives 0.37% (n = 360,000); AID 651800, 2012; in the data active means inhibition above about 19%;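 further: recombinant mutant TCR 2C K166C tagged with TAMRA read by polarization; 0% = receptor in buffer alone and 100% = receptor with positive control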
MBD2 inh = inhibitors of MBD2 binding to methylated DNA, primary screen, biochemical, TR-FRET, DNA-binding domain, human. actives 0.31% (n = 370,000). MBD2 binding to methylated oligonucleotide. Methyl-CpG-binding domain protein 2 (Homo sapiens), Q9UBB5. inhibition, % at 4.4 µM; in the data active means inhibition above about 13%
HTRA1 inhibitor = HTRA1 serine protease inhibitors, primary screen, biochemical, fluorescence polarization, HTS. recombinant HTRA1, FP-rhodamine activity-based probe. actives 0.5% (n = 340,000). inhibition, % at 5.96 µM. AID 504803, 2011. Q92743; in the data active means inhibition above about 36%;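 further: 0% = enzyme with DMSO and 100% = wells lacking enzyme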
NPR1 activator = GC-A stimulated cGMP production enhancers – HEK293 GC-A cells, cGMP TR-FRET, EC30 ANP, primary screen. Atrial natriuretic peptide receptor 1 (Homo sapiens), P16066. 0% at EC30 ANP, 100% saturating ANP. actives 0.14% (n = 370,000). activation, % at 10 µM. AID 1671463, 2021; in the data active means activation above about 40%
PRMT1 FP inh = PRMT1 methyltransferase inhibitors, primary screen, biochemical, fluorescence polarization; Protein arginine N-methyltransferase 1 (Homo sapiens), Q99873; actives 1.3% (n = 370,000); inhibition, % at 2.79 µM; recombinant PRMT1, activity-based probe fluorescence polarization;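 active means inhibition above about 21% made by adding two undisclosed values, limit read from the data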
Target sequence (Q99873 whole entry, looked up): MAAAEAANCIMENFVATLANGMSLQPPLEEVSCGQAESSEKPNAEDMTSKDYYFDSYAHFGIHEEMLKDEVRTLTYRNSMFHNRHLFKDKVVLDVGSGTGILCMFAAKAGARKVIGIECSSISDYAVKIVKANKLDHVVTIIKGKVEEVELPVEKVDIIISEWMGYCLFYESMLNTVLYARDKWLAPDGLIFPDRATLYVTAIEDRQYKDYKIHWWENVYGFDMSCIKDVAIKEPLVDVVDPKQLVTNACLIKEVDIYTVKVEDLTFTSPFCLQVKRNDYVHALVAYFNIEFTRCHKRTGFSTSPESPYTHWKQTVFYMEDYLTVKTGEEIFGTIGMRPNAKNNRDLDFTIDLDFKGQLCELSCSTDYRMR
UHRF1 binding = UHRF1 methylated DNA binding inhibitors, primary screen, counter-screen for MBD2 inhibitor project, biochemical, TR-FRET, human UHRF1, single concentration. E3 ubiquitin-protein ligase UHRF1 (Homo sapiens), Q96T88. UHRF1 binding to methylated oligo. inhibition, % at 4.4 µM. actives 0.75% (n = 370,000). AID 687016, 2013; in the data active means inhibition above about 21%;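 further: UHRF1 SRA domain binding a hemimethylated CpG hairpin DNA probe; 0% = median of test compound wells and 100% = reference inhibitor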
* marks the source's active call; other numbers are inactive results; / = no result given.

SMILES	NPR2 activator	rCAG binder	ABHD4 inh	SIAE inh	TCR CD3 inh	MBD2 inh	HTRA1 inhibitor	NPR1 activator	PRMT1 FP inh	UHRF1 binding
COc1ccc(CN(C(=O)c2cc3ccccc3oc2=O)C2CCS(=O)(=O)C2)cc1 (stereo not given)	-1	0	5	3	2	2	-4	1	1	0
O=C(O)c1ccccc1CSC1=NCCS1	-6	9	-4	0	14	3	6	1	21*	3
Cc1c(C(C)(C)C)c(C=S)n2ccccc12	5	5	10	6	9	2	9	-1	3	-1
CC1=NN(c2ccccc2)C(=O)C1=C(C)C	-3	12	4	-7	-15	-6	-4	-2	3	-7
CC(=O)Nc1ccc(C(=O)NCCc2ccccc2)cc1	2	-2	-2	11	7	3	-2	4	-2	21*
CSc1ccc(Cn2c(C)c(C(=O)NCc3cccc(C)c3)sc2=O)cc1	6	4	-20	-8	6	-1	/	-1	-1	-3
Cc1ccc(OCC(=O)NC2=NCCS2)cc1	5	1	4	0	-5	5	-2	0	-1	2
CC1CCN(C(=O)C2CCN(S(=O)(=O)c3ccc4c(c3)CC(C)N4C(=O)C3CC3)CC2)CC1 (stereo not given)	2	-6	-3	0	-1	-1	-2	-2	1	0
CCC(C)c1ccc(S(=O)(=O)N2CC(=O)Nc3ccccc32)cc1 (stereo not given)	-5	-1	-3	0	-7	-7	-4	-3	-3	-2
CCOC(=O)C1CCN(Cc2ccccc2C)CC1	-2	-2	3	-2	-4	-1	-6	1	-3	-1
COc1ccc(CC(=O)Nc2c3c(nn2-c2cccc(C)c2C)CS(=O)C3)cc1OC (stereo not given)	3	-1	-4	3	4	-4	-1	0	1	-1
Cc1sc2nc(SCC(=O)NCCOCCO)n(C)c(=O)c2c1C	1	-2	3	3	2	2	3	1	-1	0
CC(=O)Nc1ccc(C(=S)NCCCO)cc1	4	-5	-7	-4	-6	4	-7	-10	22*	8
O=C(COC(=O)/C=C/c1cccc(Br)c1)NC1CCCCC1	4	-1	8	2	-5	-2	1	0	-2	-3
O=C(NCC1CCCO1)c1ccc2c(=O)n(CCc3ccccc3)c(=O)[nH]c2c1 (stereo not given)	-3	-3	2	3	2	5	-3	1	1	0
O=C(N/N=C/c1cccc2ccccc12)c1cccnc1	-2	-1	-6	3	0	-8	-3	-6	-4	-5
Cc1ccc(NS(=O)(=O)c2cc(NC(=O)c3ccc4c(c3)NC(=O)CS4)ccc2Cl)c(C)c1	2	15	-104	-194	12	0	-136	1	20	-3
COc1cc(N)c(Cl)cc1C(=O)OCC(=O)NCC1CCCO1 (stereo not given)	-3	0	-1	-7	4	-3	7	-1	-4	0
CN1C(=O)c2ccc(C(=O)Nc3cccnc3)cc2C1=O	4	-2	1	-2	-6	0	3	-1	-3	0
CCOC(=O)C1=C(C)NC(=O)NC1c1ccc(Br)o1 (stereo not given)	-5	-3	7	3	0	0	10	-8	3	3

Copied from above for reference:
SMILES	NPR2 activator	rCAG binder	ABHD4 inh	SIAE inh	TCR CD3 inh	MBD2 inh	HTRA1 inhibitor	NPR1 activator	PRMT1 FP inh	UHRF1 binding
CC(=O)Nc1ccc(C(=O)NCCc2ccccc2)cc1	2	-2	-2	11	7	3	-2	4	-2	21*
CSc1ccc(Cn2c(C)c(C(=O)NCc3cccc(C)c3)sc2=O)cc1	6	4	-20	-8	6	-1	/	-1	-1	-3
Cc1ccc(OCC(=O)NC2=NCCS2)cc1	5	1	4	0	-5	5	-2	0	-1	2
CC1CCN(C(=O)C2CCN(S(=O)(=O)c3ccc4c(c3)CC(C)N4C(=O)C3CC3)CC2)CC1 (stereo not given)	2	-6	-3	0	-1	-1	-2	-2	1	0
CCC(C)c1ccc(S(=O)(=O)N2CC(=O)Nc3ccccc32)cc1 (stereo not given)	-5	-1	-3	0	-7	-7	-4	-3	-3	-2
CCOC(=O)C1CCN(Cc2ccccc2C)CC1	-2	-2	3	-2	-4	-1	-6	1	-3	-1
COc1ccc(CC(=O)Nc2c3c(nn2-c2cccc(C)c2C)CS(=O)C3)cc1OC (stereo not given)	3	-1	-4	3	4	-4	-1	0	1	-1
Cc1sc2nc(SCC(=O)NCCOCCO)n(C)c(=O)c2c1C	1	-2	3	3	2	2	3	1	-1	0
CC(=O)Nc1ccc(C(=S)NCCCO)cc1	4	-5	-7	-4	-6	4	-7	-10	22*	8
O=C(COC(=O)/C=C/c1cccc(Br)c1)NC1CCCCC1	4	-1	8	2	-5	-2	1	0	-2	-3
O=C(NCC1CCCO1)c1ccc2c(=O)n(CCc3ccccc3)c(=O)[nH]c2c1 (stereo not given)	-3	-3	2	3	2	5	-3	1	1	0
O=C(N/N=C/c1cccc2ccccc12)c1cccnc1	-2	-1	-6	3	0	-8	-3	-6	-4	-5
Cc1ccc(NS(=O)(=O)c2cc(NC(=O)c3ccc4c(c3)NC(=O)CS4)ccc2Cl)c(C)c1	2	15	-104	-194	12	0	-136	1	20	-3

The listing continues.
SMILES	NPR2 activator	rCAG binder	ABHD4 inh	SIAE inh	TCR CD3 inh	MBD2 inh	HTRA1 inhibitor	NPR1 activator	PRMT1 FP inh	UHRF1 binding
CN(C)S(=O)(=O)c1ccc(N2CCCC2)c(C(=O)Nc2nc3c(ccc4ccccc43)s2)c1	1	19	-10	-39	-1	7	-46	10	3	1
Oc1c(Br)cc(Br)cc1CNc1nccs1	-4	2	-12	-6	2	1	-7	4	2	0
S=C(NC1CCCCC1)N1CCN(C/C=C/c2ccccc2)CC1	1	-8	-7	1	4	-3	-4	4	0	-3
Cc1ccc(CNC(=O)CO/N=C/c2ccc3c(c2)OCO3)cc1	4	-1	-4	-1	3	-2	-6	1	1	-2
COc1ccc(CNC(=O)c2sc(=O)n(Cc3ccc(-c4ccccc4)cc3)c2C)cc1OC	-11	11	-10	-11	2	4	/	7	4	5
O=S(=O)(c1cccnc1)N1CCCC(Nc2ccc(F)c(F)c2)C1 (stereo not given)	-1	6	-4	2	-1	8	3	-5	7	5
CCNC(=O)C1CCCN(c2nc(C)cc(C)n2)C1 (stereo not given)	-3	-5	-4	1	-1	4	2	2	1	1
CCOC(=O)c1cc(-c2ccccc2)nn1CC1CC(c2ccc(Cl)cc2)=NO1 (stereo not given)	1	-1	3	8	-5	4	-18	-4	-1	0
C[C@@H]1CN([C@H](C)CO)C(=O)CCCn2nncc2CO[C@@H]1CN(C)C(=O)Cc1ccccc1	5	-2	-2	5	1	0	3	4	0	-1
O=C(c1cc(C2CC2)on1)N1CCN(c2ccccc2)CC1	0	3	0	3	2	-1	3	1	0	-1
Cc1cc(C(=O)OCC(=O)Nc2ccc(F)cc2)c(C)o1	4	-3	-2	-3	-7	6	-9	3	1	10
COCCn1c(=NC(=O)CCS(=O)(=O)c2ccccc2)sc2cc(C(=O)OC)ccc21	2	-1	-18	-3	9	-5	8	61*	-7	-1
c1csc(-c2cnc3ccccc3n2)c1	-3	1	5	1	-5	-10	-2	0	1	-7
Cc1cccc(NC(=O)CSc2c3c(nc4ccccc24)CCC3)n1	-1	-4	5	-4	0	0	-1	-5	-3	0
Nc1cc(=O)[nH]c(SCC(=O)Nc2ccc(S(=O)(=O)N3CCCC3)cc2)n1	1	10	-5	-4	0	1	-4	-3	2	1
COc1ccc(CC(=O)NCc2cccs2)cc1OC	0	2	-1	-1	0	-1	1	0	2	-1
COc1ccc(NC(=O)CCN2C(=O)c3cccc([N+](=O)[O-])c3C2=O)cc1	-1	4	-6	-1	-9	3	6	-1	0	7
O=C(CCc1ccccc1)NNC(=O)c1ccc(F)cc1	2	-2	-3	-3	1	-4	-3	0	0	-1
Cc1ccc(CNC(=O)NC23CC4CC(CC(C4)C2)C3)cc1	0	-6	-4	0	10	-8	-3	0	-1	-2
O=C(CCNS(=O)(=O)c1ccccc1C(F)(F)F)NCCCN1CCOCC1	0	2	0	-8	0	9	-1	0	0	-1
Cc1ncc([N+](=O)[O-])n1CCOC(=O)c1ccc(Cl)cc1Cl	-4	0	-1	0	5	-4	1	5	1	1
CCn1cc(C(=O)Nc2cccc(NC(C)=O)c2)c2cc(OC)c(OC)cc2c1=O	3	2	-3	-5	1	6	-2	-3	-2	-1
O=C(NC(=O)c1cc([N+](=O)[O-])ccc1Cl)C1=C(N2CCCC2)COC1=O	-1	0	4	-3	-4	2	3	1	4	1
CSCC(=O)Nc1cc(C)on1	-9	-1	-12	-3	-6	3	2	1	7	7
O=C(O)CCC(=O)N1N=C(c2ccccc2)CC1c1cccs1 (stereo not given)	-2	3	-1	9	1	-1	2	1	-1	1
O=C(Oc1coc(CSc2ncccn2)cc1=O)c1ccc([N+](=O)[O-])cc1	16	/	5	4	/	-8	/	1	-1	-2
Cc1ccc(COC(=O)c2nn(-c3ccccc3)nc2N)cc1	3	0	-24	11	4	1	-34	5	-1	1
Cc1ccc(NC(=O)CN(C)S(=O)(=O)c2cccc3nsnc23)cc1Cl	-3	5	-6	2	1	-5	-11	-1	0	2
COc1ccc(-c2cc(-c3ccccc3)c(C#N)c(S(C)=O)n2)cc1 (stereo not given)	9	1	6	1	-4	4	-56	18	6	0
COc1ccc(OC)c(S(=O)(=O)n2nnc3ccccc32)c1	1	2	1	1	5	1	3	-2	-1	-1
O=S(=O)(c1ccc(-c2ccon2)s1)N1CCCC1	-3	1	0	-2	-5	1	-2	-5	-1	-1
C=C(C)CSc1nnc(-c2cc(-c3ccccc3)n[nH]2)n1N	-6	0	0	-7	/	2	/	3	0	-1
CS(=O)(=O)c1ccc(C(=O)Nc2ccccc2Cl)cc1	1	-4	7	-4	-3	5	-1	-3	6	1
CN(C)C(=O)/C=C\c1cn(-c2ccccc2)nc1-c1ccc2c(c1)OCCO2	3	-1	-12	-19	3	-2	-36	3	-1	0
Cc1ccc(S(=O)(=O)Nc2nc3ccc(N)cc3s2)cc1	1	11	49*	5	0	-8	14	3	7	0
COc1cccc(CNC(=O)c2cccs2)c1	1	2	-1	4	-3	1	3	0	-4	-2

This is a subset; the hit share may differ from the screen's.
